Screening results from PubChem BioAssay.
RECQ1 inh: qHTS Assay for Inhibitors of RecQ-Like Dna Helicase 1 (RECQ1). ATP-dependent DNA helicase Q1 (Homo sapiens), P46063. RECQ1 DNA unwinding, red fluorescence kinetic read. Potency, µM (top dose mostly 57.3 µM), without a hit: at the highest dose activity, negative = inhibition, most hits filed as inhibitors. 0.54% of 240,000 active. AID 2549, 2010;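 note: plate controls were vehicle for no effect and no enzyme for full effect; nearly all actives have a fitted effect of over 30% in size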
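RECQ1T1 50 nM; forked duplex (20 bp + 30-nt ss tails) 200 nM, ATP 2 mM final; pH 8.0, 2 mM MgCl2, 2.5 ug/ml poly(dI-dC); 15 min compound preincubation; discontinuous kinetic read over 2 h at RT.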
IMPase Li inh: qHTS Assay for Identifying the Cell-Membrane Permeable IMPase Inhibitors: Potentiation with Lithium; CHO-M1 cells, IP1 TR-FRET (IP-One), carbachol + lithium; Potency, µM (highest dose often 59.4 µM), without a hit: at the top dose activity, negative = IMPase inhibition, most hits filed as inhibitors; 0.35% of 210,000 active; AID 1457, 2008;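 note: IP1 builds up when IMPase is blocked and the TR-FRET signal falls; plate controls were basal vehicle for no effect and high inhibitor control for full effect; nearly all actives have a fitted effect of over 50% in size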
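Test compounds were applied to CHO-M1 cells previously cultured for 16–30 h at 2000 per well. A small lithium amount accompanied them; after 30 min at 37C, IP1 was quantified by TR-FRET.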
NPSR antag: qHTS Assay for Antagonists of the Neuropeptide S Receptor: cAMP Signal Transduction. Q6W5P4. CHO-NPSR cells, cAMP TR-FRET, antagonist mode. Potency, µM (series often up to 38.3 µM), for the others: top-dose activity change, negative = inhibition, usual class: inhibitors. 1% of 220,000 active. AID 1461, 2008; note: % is set by controls: 0 for no effect and ±100 for the full control effect; nearly all actives have a fitted effect of over 50% in size; many of its hits are not listed in these tables
Target sequence (Q6W5P4 whole entry, looked up): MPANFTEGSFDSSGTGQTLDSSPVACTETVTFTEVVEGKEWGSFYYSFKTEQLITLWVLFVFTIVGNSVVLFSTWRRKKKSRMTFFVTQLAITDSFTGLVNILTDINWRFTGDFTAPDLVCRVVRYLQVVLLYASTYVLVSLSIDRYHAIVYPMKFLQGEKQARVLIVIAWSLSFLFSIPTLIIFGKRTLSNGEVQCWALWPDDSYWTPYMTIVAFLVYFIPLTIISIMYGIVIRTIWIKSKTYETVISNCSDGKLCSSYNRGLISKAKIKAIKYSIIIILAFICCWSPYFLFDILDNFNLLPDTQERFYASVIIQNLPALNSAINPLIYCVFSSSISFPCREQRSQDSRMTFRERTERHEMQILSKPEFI
JMJD2E inh: qHTS Assay for Inhibitors of Human Jumonji Domain Containing 2E (JMJD2E); Lysine-specific demethylase 4E (Homo sapiens), B2RXH2; JMJD2E catalytic domain, FDH-coupled NADH fluorescence (FDH is formaldehyde dehydrogenase); Potency, µM (top dose mostly 57.1 µM), inactives show at the top dose activity change, negative = inhibition, usual class: inhibitors; 1.6% of 230,000 active; AID 2147, 2009; active = well fitted inhibition curve with a large enough effect, not every such curve was filed as active; inconclusive = small, poorly fitted or top-dose-only effect, or another doubt; inactive = no such curve, though single readings can be large or run the other way;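 note: 0% = wells with enzyme and -100% = buffer wells without enzyme; nearly all actives have a fitted effect of over 50% in size; many of its hits are not listed in these tables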
Target sequence (B2RXH2 1-337 limits assumed): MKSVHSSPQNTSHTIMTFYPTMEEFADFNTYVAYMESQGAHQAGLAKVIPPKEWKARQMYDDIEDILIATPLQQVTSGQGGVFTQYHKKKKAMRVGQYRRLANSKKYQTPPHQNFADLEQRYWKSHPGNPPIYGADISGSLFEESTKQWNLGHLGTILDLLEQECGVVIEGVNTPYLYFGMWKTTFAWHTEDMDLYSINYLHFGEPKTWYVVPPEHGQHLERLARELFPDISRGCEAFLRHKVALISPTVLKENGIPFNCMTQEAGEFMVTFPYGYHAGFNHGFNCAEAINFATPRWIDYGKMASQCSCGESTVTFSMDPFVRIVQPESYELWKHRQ
GoLoco inh red: qHTS Assay for Inhibitors of RGS12 GoLoco Motif Activity (Red Fluorophore) | Guanine nucleotide-binding protein G(i) subunit alpha-1 (Homo sapiens), P63096 | Gai1:RGS12 GoLoco peptide FP, rhodamine, 10 min | Potency, µM (series often up to 61.6 µM), for the others: top-dose activity, negative = inhibition, actives largely listed as inhibitors | 0.44% of 230,000 active; active = well fitted inhibition curve with a large enough effect, not every such curve was filed as active; inactive = no such curve, though single readings can be large or run the other way; note: % is set by controls: 0 for no effect and ±100 for the full control effect; nearly all actives have a fitted effect of over 30% in size; many of its hits are not listed in these tables
SMN2 splice up: qHTS Assay for Enhancers of SMN2 Splice Variant Expression. HEK293 SMN2-luciferase splicing reporter, luminescence, 30-36 h. Potency, µM (titrated, usually from 46.1 µM), without a hit: at the top dose activity change, positive = activation, most hits filed as activators. 2.8% of 210,000 active. AID 1458, 2008; note: % of control where 0% means no effect; nearly all actives have a fitted effect of over 55% in size
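qHTS luciferase splicing reporter: luminescence rises when SMN2 exon 7 is included in transfected HEK293 cells. Compound exposure lasted 30-36 h at 37C, with 4.5 mM final sodium butyrate as control, followed by a ONE-Glo read.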
Epigenetic reg: Quantitative High-Throughput Screen for Regulators of Epigenetic Control; murine LDR cells, GFP reporter derepression, 30 h; Potency, µM (top dose mostly 53.9 µM), for inactives: at the top dose GFP activation, actives largely listed as activators; 0.2% of 280,000 active; AID 1865, 2009; note: % of control where 0% means no effect; nearly all actives have a fitted effect of over 60% in size
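GFP-positive cell count by laser-scanning cytometry (objects 20–120 um) after 30 h, 37 C compound exposure of murine LDR cells; reporter is CMV-GFP integrated at a silenced locus, inducible by HDAC or DNMT inhibitors.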
Luc counter: Counterscreen for Luciferase (Kinase-Glo TM) Inhibition. AID 1379, 2008. Kinase-Glo luciferase, ATP luminescence, 8 min. 0.28% of 200,000 active. Potency, µM (highest dose often 38.3 µM), inactives show at the top dose activity change, negative = inhibition, usual class: inhibitors; note: % is set by controls: 0 for no effect and ±100 for the full control effect; nearly all actives have a fitted effect of over 60% in size
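Light output from Kinase-Glo luciferase with luciferin and 10 uM ATP in 50 mM imidazole pH 7.2, KCl, MgCl2, Tween 20, BSA; compound pin-delivered, 8-min ambient incubation, then luminescence read.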
The depositor's hits bear a star; i = inactive; u = inconclusive; x = no result given; [ ] = remark or other dose. Unless noted, calls come from the whole dose curve; as a rule, active = well fitted curve in the direction sought with a large enough effect; inconclusive = small, poorly fitted or top-dose-only effect, or another doubt; inactive = no such curve, though single readings can be large; an effect the other way counts as inactive or inconclusive. Potency is the fitted concentration of half-maximal effect.

Below each SMILES – GoLoco inh red, Epigenetic reg, NPSR antag, IMPase Li inh, RECQ1 inh, Luc counter, JMJD2E inh, SMN2 splice up
- CCC(C)(C)C(=O)Nc1cc([N+](=O)[O-])ccc1F
→ -9%, 1.0%, 15%, -2%, 0%, 2%, 6%, -3%
- CN1CCN(C(=S)c2ccc(-c3cc(Cl)ccc3Cl)o2)CC1
→ 0%, -0.9%, u, x, -4%, x, 12%, x
- CCSc1nc2ccccc2n1CCC(=O)O
→ 3%, 1.8%, 10%[46.1 µM], -3%, 1%, -3%, -2%, -1%
- Cc1ccc(-c2cc(-c3ccccc3)c(C#N)c(Br)n2)cc1
→ 8%, 1.3%, u, u, -7%, 1%, -10%, -24%
- CO/N=C/Cc1c([N+](=O)[O-])c(C)nn1C
→ -9%, 1.2%, 12%, 2%, -1%, 2%, -1%, -8%
- CC(C)C(OC(=O)C1=Cc2ccccc2OC1)C(=O)NC1CCCC1 (stereo not given)
→ -1%, -1.0%, -1%, 5%, 0%, 1%, -17%, -36%[inhibitor]
- COc1ccccc1OCC(=O)n1cc(C(=O)c2cc(Cl)cc(Cl)c2O)cn1
→ 22%, -0.9%, -11%, -14%, i, 2%, -26%, -1%
- O=C(N/N=C1/C(=O)c2cccc3cccc1c23)c1ccc(Cl)cc1
→ 0%, u, u, 47%[activator][38.3 µM], i, -5%, 0%, -8%
- CCOc1ccccc1CNn1nnnc1N
→ 7%, -1.0%, -3%[46.1 µM], -3%, -1%, 0%, 1%, 9%
- O=C(CCN1CCc2ccccc2C1)Nc1ccccc1F
→ 0%, -0.9%, -4%[46.1 µM], 1%, i, 3%, 2%, 2%
- N/C(=N\OC(=O)c1ccc(Cl)cc1)c1nonc1N
→ 11%, -0.1%, -5%[46.1 µM], 8%, i, u, -3%, 17%
- Cc1scc(C(=O)NNC(=S)NC(C)c2ccccc2)c1C (stereo not given)
→ 1%, -1.0%, -15%, -9%, 3%, 14%, 3%, -67%[inhibitor]
- Cc1cc(C)n(C(=O)CCNC(=O)c2ccccc2Cl)n1
→ 0%, 2.4%, 12%[46.1 µM], 2%, 2%, -1%, 1%, 3%
- CC(=O)c1cn(CC(=O)Nc2ccc(C)cc2C)c2ccccc12
→ 5%, 1.2%, -11%[46.1 µM], 7%, -13%, -2%, 0%, -79%[inhibitor]
- C=CCOC(=O)C1=C(C)NC(=O)NC1C1CC=CCC1 (stereo not given)
→ 4%, -1.7%, -1%[46.1 µM], -7%[38.3 µM], -9%, -1%, -1%, -1%
- COc1ccc(-c2csc(N3CCN(C(=O)c4ccco4)CC3)n2)cc1
→ 7%, 1.0%, -9%[46.1 µM], 24%[38.3 µM], -13%, -3%, -1%, -33%[inhibitor]
- CCOC(=O)c1sc2nc(C)nc(SCC(=O)N(C)C3CCS(=O)(=O)C3)c2c1C (stereo not given)
→ 29%, 2.2%, 8%, 10µM*, 1%, -6%, 2%, -24%
- CN(C(=O)c1ccc(OC2CCN(C(=O)c3cccnc3)CC2)cc1)C1CCCCC1
→ -3%, 0.0%, 10%, 3%, i, -6%, -2%, x
- C/C(=N\NC(=O)COc1c(C)cccc1C)c1cccs1
→ 12%, 1.7%, 13%, 8%, i, -1%, 10%, -1%
- Cc1cccc(-c2noc(CN(C(=O)c3ccc(Br)o3)C(C)C)n2)c1
→ -1%, -1.1%, -12%[46.1 µM], 40%[activator][38.3 µM], -3%, -1%, -12%, x
- CC(C)N1CCC(N2CCN(Cc3cnc(-c4ccccc4)s3)CC2CCO)CC1 (stereo not given)
→ 3%, -1.2%, -17%, 2%, i, x, 0%, x
- CC(C)OC(=O)CSc1nc(N)c(C#N)cc1C#N
→ 7%, 3.4%, 4%, 4%, i, 0%, u, 16%
- O=C(NCc1ccncc1)C12CC3CC(CC(C3)C1)C2
→ 5%, -1.0%, 19%[46.1 µM], 12%[38.3 µM], -2%, -7%, 3%, -26%
- COc1ccc(NC(=O)C2CCN(S(=O)(=O)c3ccc(OC)c(OC)c3)CC2)cc1
→ 6%, 2.6%, -10%[46.1 µM], 20%[38.3 µM], i, -3%, 1%, -31%[inhibitor]
- CCOC(=O)N1CCN(C(=O)C(C)(C)Oc2ccc(Cl)cc2)CC1
→ 8%, 1.7%, -11%[46.1 µM], 32%[activator][38.3 µM], -6%, -4%, -2%, -4%
- COc1cc(/C=N/NC(=O)c2ccoc2C)cc(OC)c1O
→ -23%, 1.5%, 3%, 26%, -2%, -7%, 5%, 28%
- Cc1ccc2c(c1)N(C(=O)NC1CCCCC1)C(C)(C)CC2C (stereo not given)
→ 2%, 0.0%, -6%[46.1 µM], 2%[38.3 µM], -10%, -2%, -5%, -20%
- N#Cc1ccc(/C=C/C(=O)c2ccco2)cc1
→ -17%, 2.2%, -2%, 5%, 3%, -15%, -3%, 16%
- CC(C)Oc1nc(-c2ccccc2Cl)nc2ccccc12
→ 1%, -0.5%, -23%, x, -7%, x, -1%, x
- NC(=O)c1cc2c3ccccc3ccn2c1-c1ccccc1
→ -2%, u, -7%, x, 39%[activator], x, u, x
- NC1=NC(=Nc2ccc(Br)cc2)c2ccccc21
→ 3%, 0.0%, -32%, -3%, -9%, -4%, -5%, -3%
- Cc1cc(NCCCN2CCOCC2)n2ncc(-c3ccccc3)c2n1
→ 8%, -2.2%, -5%[46.1 µM], -27%[38.3 µM], -8%, 5%, u, 16µM*
- COCCNC(=S)N/N=C(\C)c1ccc(OC(F)F)cc1
→ 5%, 0.0%, u, x, -14%, x, -9%, x
- CC(C)(C)C(=O)COC(=O)c1ccc(N)c([N+](=O)[O-])c1
→ 3%, -1.0%, 9%, 6%, i, 4%, 2%, 9%
- Cc1cc(C)nc(NCCC(=O)O)n1
→ -2%, -0.4%, 6%, 8%, i, 0%, u, 9%
- COc1ccc2nc(Cl)c(C#N)cc2c1
→ 1%, -0.1%, 2%, 6%, i, 1%, -9%, -5%
- Cc1ccc(Cl)cc1NC(=S)N(Cc1cccs1)C1CCCC1
→ 2%, 0.2%, -53%, 21%, -2%, -2%, -4%, -40%[inhibitor]
- Cc1cc(C)n(CC(O)CN(c2cccc([N+](=O)[O-])c2)S(=O)(=O)c2ccccc2)n1 (stereo not given)
→ 7%, 0.0%, 8%, 2%, -3%, x, -6%, x
- Cc1c(NC(=O)C(C)OC(=O)CC2Sc3ccccc3NC2=O)c(=O)n(-c2ccccc2)n1C (stereo not given)
→ 4%, 0.7%, -10%[46.1 µM], -2%[38.3 µM], -8%, 1%, -7%, -3%
- O=C1OCCC1Sc1nc2ccccc2[nH]1 (stereo not given)
→ 9%, -0.4%, 6%[46.1 µM], -1%[38.3 µM], -2%, 2%, -2%, 10%
- COc1ccc(N2CCN(C(=O)c3cccc(F)c3)CC2)c([N+](=O)[O-])c1
→ 10%, 1.1%, -18%, 22%, 14%, 0%, -3%, -1%
- COC(=O)C1C2C=CC3(CN(CC4CCCO4)C(=O)C13)O2 (stereo not given)
→ -2%, 0.0%, -4%[46.1 µM], -2%, -3%, 2%, 2%, -11%
- C#CCn1c(=NC(=O)c2cccs2)sc2cccc(OC)c21
→ 15%, 4.4%, -25%[46.1 µM], -4%[38.3 µM], -12%, -3%, u, -14%
- CC1(C)C(=O)Nc2ccccc2N1C(=O)COC(=O)c1ccc(Cl)c(S(=O)(=O)NCc2ccccc2)c1
→ 4%, 3.0%, -26%[46.1 µM], 14%[38.3 µM], -6%, -1%, 4%, -3%
- CCN(CC)S(=O)(=O)c1ccc(OC(C)C)c(NC(=O)c2c3c(nc4ccccc24)CCN(Cc2ccccc2)C3)c1
→ 15%, -1.8%, 0%, 9%, -7%, 2%, -9%, -17%
- COc1ccc(-c2nnn(CC(=O)N(CC(=O)NCCC(C)C)Cc3cccs3)n2)cc1OC
→ 4%, -1.4%, -14%[46.1 µM], 20%[38.3 µM], -4%, -8%, -4%, 0%

Entries from the list above that have a thiophene ring, fused or not, in the order listed:
Below each SMILES – GoLoco inh red, Epigenetic reg, NPSR antag, IMPase Li inh, RECQ1 inh, Luc counter, JMJD2E inh, SMN2 splice up
- Cc1scc(C(=O)NNC(=S)NC(C)c2ccccc2)c1C (stereo not given)
→ 1%, -1.0%, -15%, -9%, 3%, 14%, 3%, -67%[inhibitor]
- CCOC(=O)c1sc2nc(C)nc(SCC(=O)N(C)C3CCS(=O)(=O)C3)c2c1C (stereo not given)
→ 29%, 2.2%, 8%, 10µM*, 1%, -6%, 2%, -24%
- C/C(=N\NC(=O)COc1c(C)cccc1C)c1cccs1
→ 12%, 1.7%, 13%, 8%, i, -1%, 10%, -1%
- Cc1ccc(Cl)cc1NC(=S)N(Cc1cccs1)C1CCCC1
→ 2%, 0.2%, -53%, 21%, -2%, -2%, -4%, -40%[inhibitor]
- C#CCn1c(=NC(=O)c2cccs2)sc2cccc(OC)c21
→ 15%, 4.4%, -25%[46.1 µM], -4%[38.3 µM], -12%, -3%, u, -14%
- COc1ccc(-c2nnn(CC(=O)N(CC(=O)NCCC(C)C)Cc3cccs3)n2)cc1OC
→ 4%, -1.4%, -14%[46.1 µM], 20%[38.3 µM], -4%, -8%, -4%, 0%

Only part of the results is shown; rates above refer to the full screens.
